# Source: PubChem BioAssay (National Center for Advancing Translational Sciences (NCATS))
# Rab9 prom act: Rab9 promoter activation | Huh7 Rab9 promoter-luciferase reporter, luminescence, 24 h | Potency, µM (doses to about 9.22 µM), without a hit: at the top dose activation, negative = inhibition, hits mostly activators | actives 2.8% (n = 320,000) | AID 485297; also: potency is read from the fitted curve at half-maximal effect; % of control where 0% means no effect; nearly all actives have a fitted effect of over 60% in size
#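 Rab9 promoter-driven luciferase in stably transfected Huh7 cells; 1500 cells/well rested 2 h, exposed to compound in DMSO for 24 h at 37 °C, 5% CO2. Luminescence read 10 min after adding luciferase reagent at ambient temperature.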
# uPA surface inh: blocks generation of uPA at the cell surface | actives 0.31% (n = 330,000) | AID 540303 | Potency, µM (series often up to 38.3 µM), inactives show top-dose activity change, negative = inhibition, hits mostly inhibitors | cell surface uPA generation assay, qHTS; active = well fitted inhibition curve with a large enough effect; inconclusive = small, poorly fitted or top-dose-only effect; inactive = no such curve, though single readings can be large or run the other way; tested in mouse RAW 264.7 cells; also: potency is read from the fitted curve at half-maximal effect; % is scaled to controls: 0 for no effect and ±100 for the full control effect; nearly all actives have a fitted effect of over 55% in size
# NPC1 prom act: activators of NPC1 promoter | actives 2.4% (n = 320,000) | Potency, µM (titrated, usually from 9.22 µM), for the others: at the highest dose activation, usual class: activators | Huh7 NPC1 promoter luciferase reporter, 24 h;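 also: potency is read from the fitted curve at half-maximal effect; % of control where 0% means no effect; nearly all actives have a fitted effect of over 60% in size; reporter is driven by a mutant NPC1 promoter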
#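 Readout is luciferase luminescence, reflecting NPC1 promoter activation in stably transfected Huh7 cells after 24 h compound exposure at 37 °C in reduced-serum medium with 10% FBS.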
# KCNH2 3.1 block: KCNH2 3.1 (human) potassium channel inhibition. U2OS KCNH2 3.1, thallium flux FluxOr; stronger effect = lower value. activity change, % (tested at about 1.8 µM). actives 0.95% (n = 340,000). AID 720553;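 active = maximum activity change below -70%; inconclusive = maximum activity change from -70% to -50%; inactive = maximum activity change above -50%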;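 also: thallium influx rate constant from kinetic fluorescence after stimulation buffer; % is scaled to controls: 0 for no effect and ±100 for the full control effect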
#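 U2OS cells transduced with KCNH2 3.1 mutant virus (1.77 x 10^8 /mL, 4 h), plated overnight at 37 C, loaded 45 min with FluxOr dye plus Red40 quencher. Thallium flux rate constant from kinetic reads after stimulation buffer, normalised to controls.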
# FLuc modulator: counter-screen for miR-21 project: firefly luciferase inhibitors or activators; P08659; purified FLuc, Km substrates, luminescence inhibition; Potency, µM (titrated, usually from 57.5 µM), inactives show top-dose activity change, negative = inhibition, hits mostly inhibitors; actives 6.9% (n = 360,000); AID 588342;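 also: potency is read from the fitted curve at half-maximal effect; plate controls were vehicle for no effect and reference inhibitor for full effect; nearly all actives have a fitted effect of over 55% in size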
#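 Purified P. pyralis luciferase (10nM final) with 10uM D-luciferin and 10uM ATP (Km levels) in 50mM Tris acetate pH 7.5, 10mM Mg acetate, 0.01% Tween-20, 0.05% BSA; qHTS 6-point titration, ~60 µM downward; luminescence read.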
# RORgamma inh: ROR gamma (mouse) transcription inhibition | Potency, µM (doses to about 53.6 µM), inactives show at the highest dose activity change, negative = inhibition, most hits filed as inhibitors | AID 2551 | actives 5.4% (n = 310,000) | Drosophila S2 Gal4-RORgamma UAS-luciferase reporter, 20 h; also: potency is read from the fitted curve at half-maximal effect; % is scaled to controls: 0 for no effect and ±100 for the full control effect; nearly all actives have a fitted effect of over 60% in size
# Target sequence (P51450 whole entry, looked up, the tested form may be a part): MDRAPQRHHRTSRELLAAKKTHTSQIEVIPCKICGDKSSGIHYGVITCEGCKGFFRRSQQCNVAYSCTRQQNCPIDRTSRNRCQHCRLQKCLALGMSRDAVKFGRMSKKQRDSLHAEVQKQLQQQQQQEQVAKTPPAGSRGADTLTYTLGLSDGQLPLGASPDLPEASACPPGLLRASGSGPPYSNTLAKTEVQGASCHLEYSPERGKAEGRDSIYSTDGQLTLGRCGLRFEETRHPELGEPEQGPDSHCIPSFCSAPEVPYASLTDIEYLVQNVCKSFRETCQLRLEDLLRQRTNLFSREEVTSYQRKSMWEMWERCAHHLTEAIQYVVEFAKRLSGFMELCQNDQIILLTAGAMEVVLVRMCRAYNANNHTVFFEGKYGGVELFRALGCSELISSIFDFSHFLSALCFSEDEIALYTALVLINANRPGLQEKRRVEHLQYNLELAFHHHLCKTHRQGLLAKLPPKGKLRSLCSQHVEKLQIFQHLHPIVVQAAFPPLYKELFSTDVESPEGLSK
#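 Read-out: Photinus luciferase luminescence; inhibitors lower reporter signal. Insect Schneider cells with Gal4-ROR gamma fusion under metallothionein promoter, UAS reporter; 700 uM final copper sulfate induction, 20 hr, ambient temperature.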
# FBPA coupling cs: inhibits coupling enzyme system, counter-screen for aldolase hits. actives 0.67% (n = 290,000). AID 2472. activity change, negative = inhibition, % at 58.2 µM, hits read low. coupling enzyme system counterscreen, AmpLite Red fluorescence; in the data active = activity change below about -30%; also: % is scaled to controls: 0 for no effect and ±100 for the full control effect
#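 Final compound at 57.5 uM, incubated 10 min at RT with coupling enzyme reagent (glyceraldehyde-3-phosphate), then 20 min with substrate and AmpLite Red detection. Fluorescence read at 525/598 nm; tests interference with the coupling assay, not aldolase inhibition.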
# Giardia kill: kills Giardia lamblia. Giardia lamblia trophozoite viability. activity change, % at 7.66 µM, hits read low. actives 0.15% (n = 340,000). AID 540267; in the data active = activity change below about -80%; inconclusive = between about -30% and that limit;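 also: parasites exposed to compound for two days anaerobically before the ATP read; % is scaled to controls: 0 for no effect and ±100 for the full control effect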
#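 Viability, read as ATP luminescence: trophozoites at 100 cells/well, compound added, 48 hrs anaerobic at 37 deg C, then 15-30 min room-temperature development before reading.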
# ELG1 genotox: induces genotoxicity in HEK293T cells with luciferase-tagged ELG1; HEK293T ELG1-luciferase reporter, luminescence, 16 h; Potency, µM (highest dose often 46 µM), inactives show top-dose activity change, positive = activation, hits mostly activators; actives 1.3% (n = 330,000); AID 504466; also: potency is read from the fitted curve at half-maximal effect; % of control where 0% means no effect; nearly all actives have a fitted effect of over 60% in size
#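 Genotoxic stress is detected as increased luminescence from luciferase-tagged ELG1 in HEK293T cells, measured with ONE-Glo after a 16 hr treatment at 37 °C.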
# Tb PFK inh: inhibitors of T. brucei phosphofructokinase; O15648; T. brucei PFK, ADP-Glo luminescence; Potency, µM (top dose mostly 57.5 µM), inactives show at the highest dose activity, negative = inhibition, actives largely listed as inhibitors; actives 0.17% (n = 330,000);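 also: potency is read from the fitted curve at half-maximal effect; 0% = uninhibited 1x PFK enzyme wells and -100% = no-enzyme wells; nearly all actives have a fitted effect of over 60% in size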
# Target sequence (O15648 whole entry, looked up): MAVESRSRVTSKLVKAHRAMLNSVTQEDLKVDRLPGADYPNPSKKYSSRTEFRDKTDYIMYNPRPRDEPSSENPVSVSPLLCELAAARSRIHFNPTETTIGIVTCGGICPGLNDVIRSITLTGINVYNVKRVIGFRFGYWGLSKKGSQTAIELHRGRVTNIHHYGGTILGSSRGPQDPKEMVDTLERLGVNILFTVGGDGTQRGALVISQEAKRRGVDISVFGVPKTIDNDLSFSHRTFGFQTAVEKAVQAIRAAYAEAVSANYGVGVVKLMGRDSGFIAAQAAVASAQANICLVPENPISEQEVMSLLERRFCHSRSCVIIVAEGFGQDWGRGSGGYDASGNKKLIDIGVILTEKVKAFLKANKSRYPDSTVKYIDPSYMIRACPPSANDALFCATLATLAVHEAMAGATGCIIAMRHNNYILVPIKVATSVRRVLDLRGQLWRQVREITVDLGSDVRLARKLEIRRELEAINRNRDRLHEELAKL
#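 In TEA buffer at pH 8.0 with 5 mM MgCl2, enzyme (1.25 nM) converted F6P (0.5 mM) and ATP (0.1 mM) for 45 min at room temperature. ADP product was read by luciferase luminescence.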
# VP16 counter: counter-screen for ROR gamma inhibitors: Gal4-VP16 reporter; actives 3.5% (n = 310,000); AID 2546; Potency, µM (doses to about 53.6 µM), for inactives: top-dose activity, negative = inhibition, usual class: inhibitors; Drosophila S2 Gal4-VP16 UAS-luciferase, luminescence, 20 h;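 also: Gal4-VP16 expression switched on by copper sulfate through the metallothionein promoter; potency is read from the fitted curve at half-maximal effect; % is scaled to controls: 0 for no effect and ±100 for the full control effect; nearly all actives have a fitted effect of over 50% in size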
# The depositor's hits bear a star; ? = inconclusive; nt = not tested or not shown; & = joins results of further samples; [ ] = remark or other dose. Unless noted, calls follow the shape of the dose curve; as a rule, active = well fitted curve in the direction sought with a large enough effect; inconclusive = small, poorly fitted or top-dose-only effect, or another doubt; inactive = no such curve, though single readings can be large; an effect the other way counts as inactive or inconclusive.
SMILES,Rab9 prom act,uPA surface inh,NPC1 prom act,KCNH2 3.1 block,FLuc modulator,RORgamma inh,FBPA coupling cs,Giardia kill,ELG1 genotox,Tb PFK inh,VP16 counter
Cc1c(NC(=S)N/N=C/c2ccc(Br)cc2)c(=O)n(-c2ccccc2)n1C,-6%,21%,-1%,-1,2%,?,0,-6,0%,-1%,?
CCCNCC1C(Oc2ccc(Cl)cc2Cl)C(=O)N1c1cccc(C)c1C (stereo not given),2%,?,-9%,-9,-2%,?,-1,-5,-3%,-1%,-13%
Cc1ccc(/C=N/NC(=O)C2CC(=O)N(c3ccccc3)C2)s1 (stereo not given),-3%,-7%,-2%,1,1%,12%,-2,1,8%,0%,20%
COc1ccc(C2/C(=C(/O)c3ccc4c(c3)CC(C)O4)C(=O)C(=O)N2CCCN2CCOCC2)cc1OC (stereo not given),2%,-9%,2%,-8,-1%,-36%,nt,9,0%,-1%,-3%
Cc1ccc(S(=O)(=O)N(CC(=O)N2CCN(c3ccccc3F)CC2)C2CCCCC2)cc1,12%,2%,0%,7,5%,0%,-1,-4,-3%,-3%,-7%
Cc1c(NC(=O)COC(=O)Cn2cc(C(F)(F)F)ccc2=O)cccc1[N+](=O)[O-],-3%,-4%,-1%,-9,4%,nt,nt,-11,0%,0%,nt
COc1ccc(C=NCCC2(O)CC(C)N(C)CC2C)cc1 (stereo not given),-3%,-1%,4%,4,-5%,-32%,1,-11,-5%,-9%,-29%
Cc1cc([N+](=O)[O-])nn1CC(=O)N1CCN(Cc2ccccc2)CC1,2%,7%,1%,17,-1%,3%,-4,-5,4%,-2%,-4%
CSCCC(=O)N1CCN(CC(=O)N2CCCC2)CC1,0%,0%,-5%,3,2%,2.8µM*,0,?,1%,-3%,-14%
O=C(CSc1nnc(Cc2cccs2)n1Cc1ccco1)Nc1ccc(Br)cc1,-2%,6%,0%,-2,-1%,-31%,1,-1,-7%,-4%,3%
Cc1ccnc(SC2CC(=O)N(c3ccc(F)cc3)C2=O)n1 (stereo not given),6%,-2%,-2%,3,-1%,?,0,-12,0%,2%,?
O=C(CSc1ncn(-c2ccccc2)n1)Nc1nccs1,-3%,1%,0%,-9,3%,-13%,0,35[activator],3%,-12%,1%
O=C(Nc1ccc2ccccc2c1)Nc1ccc2snnc2c1,2%,-5%,1%,-5,?,-6%,-4,-6,-22%,-7%,?
COC(=O)CN1CCN(C(=O)c2ccc(F)cc2)c2ccccc2C1,-3%,5%,-2%,4,1%,-45%,3,4,0%,1%,4%
CCn1c(SCC(=O)c2ccccc2)nnc1-c1cnccn1,?,-2%,?,19,21µM*,8%,-7,1,16µM*,-9%,16%
Cc1ccc(N(CC(=O)Nc2cc(C)cc(C)c2)S(=O)(=O)c2cccc3nonc23)cc1,-6%,7%,3%,-11,-9%&2%,-3%,-1,0,1%,9%,0%
CCn1cc(C(=O)NP(=O)(Nc2ccc(C)cc2)Nc2ccc(C)cc2)c2ccccc21,16%,-3%,2%,11,3%,-1%,1,10,1%,1%,13%
CC1CCC(C(=O)NC(C(=O)NCc2ccccn2)C(C)C)CC1 (stereo not given),-1%,-2%,-2%,-4,1%,7%,2,20,0%,0%,0%
Cc1noc(NC(=O)c2ccc(Cl)c(Cl)c2)c1Cl,9%,?,1%,7,?,?,2,-6,-4%,0%,18µM*
O=C(CSc1ccsc1[N+](=O)[O-])Nc1cc(F)ccc1F,15%,?,-3%,9,6%,20%,2,?,-13%,?,-11%
O=C1c2ccncc2C(=O)N1Cc1cccc(Cl)c1,0%,5%,6%,1,0%,12%,3,1,-4%,0%,1%
CC(Oc1ccccc1F)c1nnc(SCC(=O)N(c2ccccc2)C2CCS(=O)(=O)C2)o1 (stereo not given),nt,9%,nt,5,nt,nt,nt,6,-6%,5%,nt
O=C(CN1CCN(S(=O)(=O)c2ccc(F)c(Cl)c2)CC1)N1CCNC1=O,6%,-2%,-5%,-25,2%,nt,nt,6,1%,0%,nt
COc1ccc(NC(=S)N2CCC(C(=O)N3CCCCCC3)CC2)cc1,15%,-2%,-1%,-6,1%,4%,0,2,0%,-2%[0.46 µM],-15%
Cc1cc(NC(=O)CCC(=O)N(Cc2cccs2)C(C)(C)C(=O)NC2CCCCC2)no1,0%,-2%,1%,-9,4%,6%,0,11,-2%,2%,1%

# The list continues:
SMILES,Rab9 prom act,uPA surface inh,NPC1 prom act,KCNH2 3.1 block,FLuc modulator,RORgamma inh,FBPA coupling cs,Giardia kill,ELG1 genotox,Tb PFK inh,VP16 counter
CCOC(=O)c1cc(C#N)c(N2CCN(C(=O)c3cccc(C(F)(F)F)c3)CC2)nc1C(F)(F)F,-27%,1%,-26%,-36,-1%,?,-6,-4,-10%,0%,-29%
O=C(O)c1ccccc1C(=O)c1ccc(-c2ccccc2)cc1,1%[1.84 µM],-4%,13%,4,21µM*,-8%,19,-3,5%,1%,12%
CCCNC(=O)c1nnsc1S(=O)(=O)c1ccc(Cl)cc1,-29%,-15%,-33%[inhibitor],?,-15%,1.1µM*,-2,-5,7%,-29%,3.2µM*
CC(C)C(=O)Nc1cccc(NC(=O)c2cccnc2)c1,-6%,1%,1%,2,1%,-12%,-2,13,2%,-3%,-19%
Nc1nc2ccccc2n1CCN1CCCC1,4%,nt,1%,-14,0%,-15%,-1,6,10%,-7%,-4%
Cc1ccc2c(c1)C=CC(C)(C)S2(=O)=O,-8%,2%,-2%,-3,-3%,3%,0,-2,0%,-4%,-4%
COc1nc(OC)nc(N2CCC(C(=O)NC3CCCCCC3)CC2)n1,2%,nt,0%,-8,-2%,-1%,1,-4,0%,1%,8%
CN(c1ccccc1)S(=O)(=O)c1cccc(NC(=O)c2nn(C)c(=O)c3ccccc23)c1,-9%,?,-7%,-15,nt,nt,nt,-11,-8%,2%,nt
COc1ccc(-c2cn[nH]c2-c2ccc(OCC(=O)NN)cc2O)cc1,-5%,4%,11%,-7,-3%,-2%,-2,-7,-9%,0%,-3%
N#CC1=C(N)N(c2ccc(F)cc2)C2=C(C1c1ccc(O)cc1)S(=O)(=O)CC2 (stereo not given),1%,1%,0%,-13,21µM*,-22%,-26,0,1%,?,-6%
COC(=O)c1cc(NC(=O)CN(C)C2CCS(=O)(=O)C2)cc(C(=O)OC)c1 (stereo not given),nt,2%,nt,0,nt,nt,nt,8,5%,-5%,nt
CCSc1nnc(NC(=O)C2CCN(S(=O)(=O)c3c(C)c(C)cc(C)c3C)CC2)s1,-3%,nt,-6%,nt,-1%,21%,4,nt,-1%,7%,-5%
CCOc1ccc(OCC)c(NC(=O)CNS(=O)(=O)c2cccs2)c1,-5%,4%,-2%,-4,1%,26%,-1,-4,-1%,-1%,2%
O=C(NCc1ccccc1)c1ccc(-c2ccccc2C(F)(F)F)o1,4%,11%,-3%,25,?,?,1&-4,-15,8%,-1%,?
CCN(C(=O)COC(=O)c1cc([N+](=O)[O-])ccc1N1CCOCC1)C1CCCCC1,-2%,-6%,-1%,1,2%,nt,nt,15,4%,-1%,nt
COc1ccc(Br)cc1/C=C/C(=O)Nc1c(C)cccc1C,7%,nt,5%,7,0%,15%,0,14,-4%,-5%,-1%
Cc1ccc(NC(=O)/C(=C/c2cccc([N+](=O)[O-])c2)NC(=O)C2CCCCC2)c(C)c1,0%,-2%,6%,?,-2%,15%,nt,4,6%,-5%,-6%
CCN(CC)c1ccc(/C=C2\C(=O)N(c3nnc(C)c(=O)[nH]3)N=C2C)cc1,-14%,-7%,2%,-1,?,?,-8,-8,?,?,?
CC1CN(C(=O)c2ccccc2C(=O)c2ncc[nH]2)CC(C)O1 (stereo not given),-5%,5%,4%,-1,0%,-24%,-10,-11,2%,-2%,-4%
CC(C)c1ccc(NC(=O)CSc2nc(=O)[nH]c3c2CCCC3)cc1,-2%,-6%,-3%,1,4%,nt,nt,-9,10%,-2%,nt
COCCNC(=S)N(c1ccccc1)C(C)C,-3%,0%,-2%,-1,0%,-28%,2,13,3%,1%,8%
N#CCCn1cc(CNC2CCC(O)CC2)c2ccccc21 (stereo not given),2%,1%,0%,2,3%,3%,-1,15,0%,-5%,3%
COc1cc(OC)c(OC)cc1CNc1nnnn1C,2%,0%,-5%,7,-2%,-10%,3,-8,2%,-5%,0%
O=C(CN(C(=O)c1csnn1)c1ccc(F)c(Cl)c1)NCc1ccc(F)cc1,-3%,9%,-3%,-4,1%,12%,0,6,0%,0%,15%
CC(C)(C)C1=CC(=O)C(N2CCOCC2)=CC1=O,16%,-5%,6%,2,-20%,10µM*,-58*,-1,2%,-6%,?
O=[N+]([O-])c1ccc(Cl)c(S(=O)(=O)N2CCCCCC2)c1,-8%,-26%,-2%,6,1%,-3%,0,8,-2%,1%,-14%
